GPR151 activ: human GPR151 activation; Q8TDV0; PathHunter beta-arrestin GPR151 cells, luminescence; activation, % at 11.2 µM; 650,000 compounds, 1% hits; AID 1508602; in the data active = activation above about 4.9%;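 also: 0% = median of compound wells and 100% = cells with positive control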
Target sequence (Q8TDV0 whole entry, looked up): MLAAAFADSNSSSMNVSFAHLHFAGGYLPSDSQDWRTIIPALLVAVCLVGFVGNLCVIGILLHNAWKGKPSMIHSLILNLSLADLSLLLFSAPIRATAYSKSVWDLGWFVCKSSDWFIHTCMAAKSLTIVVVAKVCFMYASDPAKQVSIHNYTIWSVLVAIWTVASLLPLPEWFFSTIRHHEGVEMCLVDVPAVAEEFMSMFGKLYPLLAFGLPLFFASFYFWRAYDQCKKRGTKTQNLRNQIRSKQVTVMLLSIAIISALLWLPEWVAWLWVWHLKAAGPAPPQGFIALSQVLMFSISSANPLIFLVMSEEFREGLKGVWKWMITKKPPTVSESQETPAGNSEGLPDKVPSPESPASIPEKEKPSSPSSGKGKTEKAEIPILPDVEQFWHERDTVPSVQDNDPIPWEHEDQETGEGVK
FBW7 act: human FBW7 E3 ligase activation, primary screen | Q969H0 | AlphaScreen FBW7–phospho-cyclin E peptide binding, activator screen | normalized activity (activation), % at 26.1 µM | 650,000 compounds, 0.13% hits | AID 1259310; in the data active = normalized activity above about 1.9%;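 also: purified mutant Fbw7 with reduced substrate affinity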
TEAD-YAP block: TEAD-YAP interaction inhibition | HEK-TIYL cells, TEAD-Gal4/YAP UAS-luciferase luminescence | 640,000 compounds, 1.4% hits | inhibition, % at 9.12 µM; in the data active = inhibition above about 32%;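 also: 0% = median of test compound wells and 100% = reference inhibitor wells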
MITF inh: blocks human microphthalmia-associated transcription factor; AlphaScreen MITF homodimerization, bead proximity signal; 650,000 compounds, 0.91% hits; O75030; AID 1259374; inhibition, % at 2.6 µM; in the data active = inhibition above about 50%;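 also: 0% = vehicle wells with protein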
Target sequence (O75030 whole entry, looked up): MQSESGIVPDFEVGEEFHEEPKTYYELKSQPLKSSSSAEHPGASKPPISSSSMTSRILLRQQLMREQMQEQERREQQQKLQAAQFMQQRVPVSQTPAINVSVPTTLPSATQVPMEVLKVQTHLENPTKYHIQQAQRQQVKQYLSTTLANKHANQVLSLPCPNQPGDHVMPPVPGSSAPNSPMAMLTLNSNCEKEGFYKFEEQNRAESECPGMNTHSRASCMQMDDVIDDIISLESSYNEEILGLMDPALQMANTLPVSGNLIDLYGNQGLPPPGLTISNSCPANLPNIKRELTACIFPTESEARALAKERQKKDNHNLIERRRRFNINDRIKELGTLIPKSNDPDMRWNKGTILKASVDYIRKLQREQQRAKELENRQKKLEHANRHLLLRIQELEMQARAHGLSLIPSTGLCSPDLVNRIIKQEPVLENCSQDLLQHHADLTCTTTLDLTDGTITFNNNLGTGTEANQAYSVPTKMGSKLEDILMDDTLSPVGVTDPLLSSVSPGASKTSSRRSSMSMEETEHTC
The depositor's hits bear a star; · = not tested or not shown.

SMILES	GPR151 activ	FBW7 act	TEAD-YAP block	MITF inh
Cn1c(Nc2nc(NCc3cccc(C(F)(F)F)c3)c3[nH]cnc3n2)nc2ccccc21	0.1	0.1	10.9	9.0
CCS(=O)(=O)N1CCC(N(C)Cc2ccccc2)CC1	-2.2	-0.1	1.8	46.4
COc1ccc(CNC(=O)CCCCCn2c(SCC(=O)c3ccccc3)nc3cc4c(cc3c2=O)OCO4)cc1	-0.2	0.0	3.0	-2.1
C[C@H]1C(=O)N2CCN(C(=O)NCc3ccccc3)C[C@@H]2C(=O)N1C	-1.1	-0.3	9.4	76.0*
CCOc1ccc(/C=C2N=C(/C=C/c3ccccc3)OC/2=O)cc1	-0.8	0.3	4.5	14.7
COc1nc(C)nc2sc3c(c12)CCC3	1.4	0.0	8.4	2.7
CC(C)=NOCc1ccc(-c2cn([C@@H]3COC[C@H]3O)nn2)cc1	3.6	-0.1	·	-3.0
CN(c1nc2ccccc2n2c(=S)[nH]nc12)S(=O)(=O)c1ccccc1	-1.7	-0.1	0.9	4.5
C/C(=N\NC(=O)c1ccc(CSc2nc(C)cc(C)n2)cc1)c1ccccc1O	-0.3	0.3	10.2	33.3
CC1CCCCC1NC(=O)COc1ccc2c(c1)C(=O)CC(C)(C)O2 (configuration not stated)	0.1	-0.1	9.1	7.0
O=C1c2ccccc2C(=O)C1C(c1ccco1)C1C(=O)c2ccccc2C1=O	-0.1	0.2	-19.1	-40.9
O=C(NCCc1cnc[nH]1)c1ccc2c(c1)CC(c1nc3ccc(-c4cn[nH]c4)cc3c(=O)[nH]1)CO2 (configuration not stated)	-0.1	0.6	-0.5	8.4
CS(=O)(=O)C1=C(O)C(=O)N(c2ccccc2)C1c1ccc(F)cc1 (configuration not stated)	-1.1	-0.1	3.6	8.6
CCOc1ccc(CCn2c3c(c(=O)[nH]c2=O)C(C(F)(F)F)(C(F)(F)F)N=C(c2cccc(Cl)c2)N3)cc1OCC	0.9	0.1	-7.3	-6.0
COc1ccc(-c2cccc(C(=O)O)c2)cc1	-1.4	-0.1	-63.8	0.2
Cc1nc(NCc2ccc3c(c2)OCO3)sc1-c1ccn(C2CCOC2)n1 (configuration not stated)	-0.4	0.4	9.3	7.8
CCC(C)(C)NC(=O)CN(C(=O)c1csnn1)c1ccccc1F	0.1	-0.3	-4.0	-3.7
CC(Oc1ccc(/C=C2\SC(=Nc3ccc(F)cc3)NC2=O)cc1)C(=O)O (configuration not stated)	0.6	-0.2	9.2	-1.4
COC(=O)C1=CN(c2cccc(C(F)(F)F)c2)C=C(C(=O)OC)C1c1ccsc1	0.8	0.2	9.9	2.9
Cc1ccc(S(=O)(=O)Nc2ccccc2C(=O)NN)cc1	0.6	0.2	12.8	-8.1
CC(=O)Nc1ccc2c(c1)N(C(=O)CN(C)C)c1ccccc1CC2	-2.0	0.3	-5.7	31.3
CCCCCC1CCC(c2ccc(OCCCC)cc2)CC1 (configuration not stated)	-1.9	0.1	-0.4	13.7
COc1cccc(CN(CCN(C)C)C(=O)c2cnn3cc(-c4ccncc4)ccc23)c1	1.7	-0.1	-2.1	3.4
CC(CNCC1CCCO1)COc1ccc(Cl)cc1 (configuration not stated)	0.7	-0.1	3.8	46.8
CC(C)Oc1ccc(N2CC(C(=O)OCC(=O)Nc3ccccc3Cl)CC2=O)cc1 (configuration not stated)	1.2	0.2	4.0	4.9
CC(C)(C)c1ccc(C(=O)NCC(=O)OCC(=O)Nc2ccc(Cl)c([N+](=O)[O-])c2)cc1	1.3	-0.1	6.5	-2.8
COc1ccccc1NC(=O)COc1ccc(Br)cc1	1.6	0.2	-24.5	-9.0
CCOc1ccc(Nc2cc(N3CCCCC3C)c3noc4c3c2C(=O)c2ccccc2-4)cc1 (configuration not stated)	-0.1	-0.4	2.5	17.7
O=C(O)c1ccc(S(=O)(=O)c2ccc3c(c2)C(=O)N(c2ccc(O)cc2)C3=O)cc1	-1.7	0.1	-1.1	6.3
O=C(O)c1cc(S(=O)(=O)N2CCCCC2)ccc1Br	-2.2	0.1	5.0	-5.0
O=C(COC(=O)c1ccc(CO)cc1)Nc1ccc(OC(F)(F)F)cc1	-0.6	0.3	5.5	-3.9
O=C1c2cccc([N+](=O)[O-])c2C(=O)N1c1ccc(Br)c2cccnc12	0.5	0.0	1.2	10.6
CC(=O)CCn1c([N+](=O)[O-])nn(C)c1=O	0.3	0.4	20.4	4.4
CCOC(=O)C1=C(c2ccccc2)OC(N)=C(C#N)C1c1ccccc1C (configuration not stated)	-0.4	0.4	10.3	9.9
CCn1c(SCC(=O)Nc2ccc3[nH]c(=O)[nH]c3c2)nnc1-c1ccccc1	-0.3	-0.1	-1.2	-11.1
Cc1ccc(NC(=O)C2CC(O)CN2C(=O)OC(C)(C)C)cc1 (configuration not stated)	0.9	0.0	4.0	4.4
COc1ccc(CCNc2nc(Nc3nccc4ccccc34)nc3nc[nH]c23)cc1	-0.8	-0.1	8.0	6.2
O=C1CCC(CCC(=O)N2CCCCC2c2nc3ccccc3[nH]2)(Cc2cccs2)N1 (configuration not stated)	-0.4	-0.1	8.3	-10.1
CCNc1ccc(N2CCC(C(=O)Nc3ccccc3)CC2)nn1	1.7	0.1	-16.2	-5.1
O=C(Nc1ccc(Cl)cc1Cl)c1nn2c(c1Br)NC(c1cccs1)CC2C(F)(F)F (configuration not stated)	-1.6	0.3	-4.9	0.6
Cc1ccc(C(=O)N2CCN(C(=O)c3ccc(C)cc3)CC2)cc1	0.8	-0.2	-2.1	-4.9
COC(=O)Cc1c(O)ccn(Cc2cccc3ccccc23)c1=O	-1.1	0.2	-0.8	16.8
Cc1ccc(OCc2nnc(N)s2)cc1C	-0.4	-0.2	-19.2	7.4
Cc1ccc(C(=O)Nn2c(C)nc3sc4c(c3c2=O)CCCC4)cc1	-0.1	0.2	5.7	-9.7
COc1ccc2cc3c(N)c(C(=O)OC(C)C)sc3nc2c1	1.4	0.1	-5.7	5.6
CCN1C(=O)c2cccc3c(NC(=O)c4cccc(Br)c4)ccc1c23	0.5	0.2	-8.6	13.2
NC(=O)c1ccc(-c2cc(NC3CC3)ncn2)cc1	-0.8	0.1	-6.2	5.4
O=C(NN=C1CCC(c2ccccc2)CC1)c1ccccc1O (configuration not stated)	-1.6	0.5	-31.6	3.4
CC(=O)Nc1c(C(=O)Nc2ccc(C)cc2)oc2ccccc12	-1.1	0.6	-27.1	-5.8
Nc1ccnc(C(F)(F)F)c1C(=O)c1ccccc1	-0.1	0.2	9.1	3.3
CC(C)CC(=O)Nc1nn2c(CC(C)C)nnc2s1	0.2	0.7	-5.3	8.4
Cc1cc(NC2C3CC4CC(C3)CC2C4)n2nnnc2n1 (configuration not stated)	-0.5	0.2	8.4	11.7
COc1ccc(NC(=S)N(CCC#N)Cc2cccnc2)cc1	-1.3	0.0	-3.5	9.1
CC(C)(C)C(=O)NC(=S)Nc1ccccc1	-1.4	-0.1	-13.0	8.0
CCCNS(=O)(=O)Cc1ccccc1Cl	1.8	0.1	9.7	9.0
O=C(Cc1ccc([N+](=O)[O-])cc1)Oc1coc(CSc2ncccn2)cc1=O	0.9	-0.1	1.4	-2.1
CCOC(=O)C1=C(C)N=c2s/c(=C/c3ccc(OCCOc4ccc(C(C)CC)cc4)cc3)c(=O)n2C1c1ccc(OC)cc1 (configuration not stated)	0.2	0.0	-7.4	-6.5
CCOC(=O)C1CCN(C(c2ccccn2)c2c(C)[nH]c3ccccc23)CC1 (configuration not stated)	0.9	0.0	0.4	4.3
COc1ccc(-c2cc(C(F)(F)F)n3nc(C(=O)Nc4cc(Cl)ccc4O)cc3n2)cc1OC	-0.4	0.0	-4.6	4.0
CO[C@H]1[C@H](NC(=O)CSC)c2ccccc2C12CCN(Cc1ccc(F)cc1)CC2	-0.8	-0.2	5.2	18.5

Continuation.
SMILES	GPR151 activ	FBW7 act	TEAD-YAP block	MITF inh
CCCCOc1c(Cl)cc(C(=O)NNC(=O)c2ccc3c(c2)OCO3)cc1OC	0.4	0.1	9.1	5.6
O=C(O)CCCC(=O)Nc1ccc([N+](=O)[O-])cc1O	-2.5	0.1	-0.9	17.9
COC(=O)Cn1cc(S(=O)(=O)Nc2ccccc2C)c2cc([N+](=O)[O-])ccc21	-0.6	0.1	-0.9	7.2
CCc1ccc(Nc2nc3c(c(=O)n(C)c(=O)n3C)n2Cc2ccccc2)cc1	1.0	0.4	7.9	14.8
O=C(Nc1ccc(NC(=O)c2ccco2)cc1)c1cccc(I)c1	0.0	0.6	0.8	12.5
Cc1sc2nc(CSc3ccc([N+](=O)[O-])cc3C#N)[nH]c(=O)c2c1C	-0.1	-0.1	-7.2	10.8
CC(=O)Nc1ccc(-c2nnn(CC(=O)Nc3ccc(C(C)C)cc3)n2)cc1Cl	-0.7	0.1	-0.8	11.5
Cc1nc2sc3c(c2c2nnc(SCC(=O)N4CCC(C)CC4)n12)CCCC3	-0.4	0.0	1.1	6.4
COc1ccc(Nc2nc3ccc(Cl)cc3n3nnnc23)cc1OC	1.2	0.0	8.5	-2.3
Cc1cccn2cc(-c3cccc(S(=O)(=O)N4CCCC(C)C4)c3)nc12 (configuration not stated)	0.5	0.3	-3.3	-12.5
COC(=O)c1c(NC(=O)CSc2nc(C)nc3sc4c(c23)CCC4)sc(C)c1C	0.3	0.2	-3.1	0.7
O=C(CSc1nnc(NCc2ccccc2)s1)NC1CCCc2ccccc21 (configuration not stated)	-0.7	-0.1	1.2	0.9
CC1(C)OC2OC(C(=O)Nc3ccc(F)c(F)c3)C3OC(C)(C)OC3C2O1 (configuration not stated)	3.9	0.2	-7.4	-16.3
Cc1ccc(-c2nnc(Nc3cccc(C(F)(F)F)c3)c3ccccc23)cc1S(=O)(=O)NCCO	0.2	-0.1	5.3	-4.3
O=C(CCSc1ccccc1)NC(=O)CSc1ccccc1	-1.1	0.1	-8.4	-0.1
COCCn1nnnc1CN(Cc1ccco1)CC1CCCO1 (configuration not stated)	1.3	0.0	-5.8	-8.8
Cc1ccc(C)c(N2CCN(Cc3nnc(-c4ccccc4)o3)CC2)c1	0.0	0.0	9.3	-4.4
CC(C)c1ccc(C(=O)NCCCn2ccnc2)cc1	2.4	-0.1	-10.8	-6.5
CC(=O)N1CCc2cc(Br)cc(S(=O)(=O)N3CCC(N4CCCCC4)CC3)c21	-1.2	-0.1	-4.2	-1.8
O=C(Nc1cccc(O)c1)C1CC(c2ccccc2F)=NO1 (configuration not stated)	-0.2	-0.2	-4.4	3.0
COCCOC(=O)c1c(C)oc2ccc(OCc3ccc(Br)cc3)cc12	1.1	-0.1	-4.5	-3.8
CCOC(=O)C(C)N1C(=O)S/C(=C/c2cc(OC)c(OC)cc2Cl)C1=O (configuration not stated)	1.6	0.0	2.2	5.8
Cc1ccccc1OC(C)C(=O)O/N=C(\N)c1ccncc1 (configuration not stated)	1.5	-0.2	-10.2	-12.9
CCOC(=O)CC1(NC(=O)CC2C(=O)NCCN2CC=C(C)C)CCCCC1 (configuration not stated)	-0.7	0.0	-2.8	3.2
O=C(Nc1ccccc1)Nc1nnc(CSc2ccccc2)s1	0.6	0.3	6.5	7.1
C=CCNC(=S)NC(=O)c1ccc(Br)o1	2.8	-0.1	-37.4	1.6
COc1ccc(CCNC(=O)c2cc(-c3ccc(OC)c(OC)c3)on2)cc1OC	0.2	-0.1	-3.8	-6.6
CCOc1cc(/C=C2/N=C(c3cccc(C)c3)OC2=O)ccc1OS(C)(=O)=O	13.0*	0.5	11.5	9.3
COc1ccc(CN2CCN(C3CCCC3)CC2)cc1Br	-0.8	-0.1	2.2	23.1
COC(=O)c1ccc(C)c(NS(=O)(=O)CC23CCC(CC2=O)C3(C)C)c1 (configuration not stated)	-0.8	0.2	9.4	4.9
Ic1ccc(Nc2nc3nonc3nc2N/N=C\c2ccco2)cc1	-0.6	0.2	11.8	6.2
COc1ccc2c(c1)CCc1c(C(=O)Nc3cccc(O)c3)noc1-2	-6.1	0.2	94.6*	-6.3
CC(C)(C)OC(=O)N1CCC(n2nccc2N)CC1	0.2	0.1	5.0	10.2
CCO/N=C1/SCC(=O)N1c1cccc(Cl)c1	-0.3	0.2	10.8	0.6
N/C(=N\OCc1ccc(F)cc1Cl)c1nonc1N	-6.1	0.0	-65.3	0.3
CNC(=O)/C(C#N)=C\c1ccc(CN(Cc2ccccc2)S(=O)(=O)c2ccc(C)cc2)o1	0.2	0.0	1.9	5.4
CCOC(=O)c1sc(NC(=S)N2CC(C)OC(C)C2)c(C(=O)OCC)c1C (configuration not stated)	-0.1	0.1	-4.8	4.0
CCOc1cc(C2C(C#N)=C(N)Oc3c2ccc2ccccc32)cc(Br)c1O (configuration not stated)	0.2	0.0	64.6*	0.9

Assay outcomes (PubChem BioAssay)
